# High-throughput results from PubChem.
# KOR beta-arrestin-1: kappa opioid receptor blockers – cell-based, luminescence, uHTS (AID 1778). KOR beta-arrestin recruitment, luminescence, antagonist mode; higher % means a stronger effect. one-dose inhibition, % at 10 µM; IC50 in µM for titrated hits. hit rate 0.091% among 290,000; in the data active = inhibition above about 50%; also: strong numbers were not always called active
# NOD1 inhibition: NOD1 signaling inhibitors, primary screen, cell-based, luminescence, uHTS (AID 1578). NOD1-driven NF-kB luciferase reporter cells, luminescence; higher % means a stronger effect. inhibition, % at 4 µM, or EC50 in µM where a hit was titrated. hit rate 1% among 290,000; in the data active = inhibition mostly above about 36%, no sharp cut-off; inactive = mostly below about 34%;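 also: HEK-293T reporter cells stimulated with the NOD1 agonist gamma-tri-DAP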
# HIV peptide binding: inhibitors of HIV fusion peptide binding, primary screen, biochemical, uHTS, fluorescence dequenching (AID 1986) | cell-free peptide binding, fluorescence dequenching, 30 min; higher % means a stronger effect | inhibition, % at 20 µM; hits with a dose series show IC50 in µM | hit rate 0.3% among 290,000; in the data active = inhibition mostly above about 52%, no sharp cut-off; inactive = mostly below about 76%; also: some results filed as inactive read as strong as hits
# GPR55 LPI antagonism: inhibition of LPI-stimulated GPR55 beta-arrestin translocation – imaging, U2OS, beta-arrestin-GFP, LPI agonist, primary screen (AID 2013); inhibition, % at 10 µM; hits with a dose series show IC50 in µM; hit rate 0.13% among 290,000; U2OS GPR55 beta-arrestin-GFP translocation imaging, LPI antagonism; higher % means a stronger effect;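 active = spots per cell inhibited over 60%, with over 100 cells counted and total cytoplasm intensity under 500,000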;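 also: U2OS cells stably carrying GPR55 and arrestin-GFP stimulated by 5 µM LPI near EC80; imaged beta-arrestin-GFP aggregate spots per cell after agonist stimulation; plate controls were LPI-stimulated DMSO wells for no effect and DMSO wells without LPI for full effect; some results filed as inactive read as strong as hits; confirmed hits need IC50 under 10 µM and bright autofluorescent wells are also inconclusive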
# GPR35 arrestin U2OS: GPR35 antagonists blocking zaprinast-driven arrestin recruitment, primary screen, imaging, U2OS, beta-arrestin-GFP, zaprinast agonist (AID 2058). U2OS GPR35 beta-arrestin-GFP translocation imaging, zaprinast antagonism; higher % means a stronger effect. one-dose inhibition, % at 10 µM; IC50 in µM for titrated hits. hit rate 0.052% among 290,000;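 active = inhibition of at least 50% with at least 30 cells and total cytoplasm GFP at most 10,000,000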
# KOR beta-arrestin-2: kappa opioid receptor activators – cell-based, luminescence, uHTS, primary screen (AID 1777); KOR beta-arrestin recruitment, luminescence; higher % means a stronger effect; activation, % at 10 µM, or EC50 in µM where a hit was titrated; hit rate 0.02% among 280,000; in the data active = activation above about 50%, passing the limit was not always enough; also: a part of the inactive calls stands beside numbers as strong as those of hits
# AID2073: inhibitors of Mint1-CaV2.2 protein interaction, biochemical, HTRF (AID 2073); HTRF protein-protein interaction, Mint1-CaV2.2; higher % means a stronger effect; one-dose inhibition, % at 20 µM; IC50 in µM for titrated hits; hit rate 0.19% among 290,000; in the data active = inhibition mostly above about 51%, no sharp cut-off; also: some results filed as inactive read as strong as hits
# GPR55 activation: GPR55 agonists via beta-arrestin recruitment, primary screen, imaging, U2OS cells, beta-arrestin-GFP redistribution (AID 1961). U2OS GPR55 beta-arrestin-GFP redistribution imaging; higher % means a stronger effect. one-dose activation, % at 10 µM; EC50 in µM for titrated hits. hit rate 0.048% among 290,000;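 active = activation above 40% with more than 50 cells counted in the well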;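 also: U2OS osteosarcoma cells stably expressing GPR55 and beta-arrestin-GFP; plate controls were DMSO negative control for no effect and LPI positive control for full effect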
# Siah-1 displacement: blockers of Siah-1 interaction with plectin peptide – biochemical, fluorescence polarization, rhodamine-plectin, uHTS, primary screen (AID 1817); Siah-1 / rhodamine-plectin peptide fluorescence polarization; higher % means a stronger effect; displacement, % at 20 µM, or IC50 in µM where a hit was titrated; hit rate 0.02% among 290,000;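 active = displacement of at least 50% at 20 µM, with a fluorescence ratio check between 0.3 and a set limit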;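 also: plate controls were Siah plus tracer with DMSO for no effect and tracer alone without Siah for full effect; strong numbers were not always called active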
# * = called active by the depositor; . = not tested or not shown; [ ] = remark or other dose. Not all compounds are listed. The share of hits here may be higher or lower than overall.
# Value order: KOR beta-arrestin-1	NOD1 inhibition	HIV peptide binding	GPR55 LPI antagonism	GPR35 arrestin U2OS	KOR beta-arrestin-2	AID2073	GPR55 activation	Siah-1 displacement
COCCn1nnnc1C(C(C)C)N1CCSCC1 (configuration not stated)
    1%	-6%	-1.4%	-3%	26%	8.7%	-5%	-0.2%	-4%
O=C(c1cccs1)N1CCC(c2ccccc2)C1 (configuration not stated)
    13%	-40%	-1.8%	3%	-6%	-5.2%	-6%	0.3%	1%
Cc1cc(C)n2c(C)nnc2c1
    11%	-4%	-0.5%	9%	13%	8.0%	6%	0.2%	6%
CCc1ccc2oc(=O)cc(CN(C)Cc3ccccc3)c2c1
    -34%	-17%	-1.0%	-6%	-6%	2.8%	-13%	0.2%	1%
CCC(CO)N=CC1=C(O)CC(C)(C)CC1=O (configuration not stated)
    13%	28%	0.5%	-4%	0%	-1.0%	-6%	-0.1%	1%
O=C(/C=C/c1cccs1)Nc1ccc(N2CCOCC2)c(S(=O)(=O)Nc2cc(Cl)ccc2Cl)c1
    1%	19%	0.3%	11%	0%	-2.5%	-6%	-0.2%	-3%
CCN(CC)CCN(C(=O)Cn1nnc(-c2ccc(OC)c(OC)c2)n1)C(C(=O)NC1CCCC1)c1ccc(F)cc1 (configuration not stated)
    -14%	-10%	5.1%	13%	10%	6.0%	12%	-0.1%	2%
O=C(CSc1nnc(-c2ccccc2)c(-c2ccccc2)n1)Nc1ncc(Cl)cc1Cl
    15%	11%	-3.3%	12%	9%	16%	-16%	-0.5%	-3%
CC(SC#N)C(=O)C12CC3CC(CC(C3)C1)C2 (configuration not stated)
    -6%	-9%	1.5%	5%	-10%	-2.6%	3%	0.9%	-5%
CCOC(=O)c1c(NC(=O)C(NCCN(C)C)c2ccccc2)sc2c1CCCC2 (configuration not stated)
    -4%	-6%	-2.1%	15%	0%	-3.8%	18%	-0.1%	8%
COC(=O)Cn1c(=NC(=O)c2ccc(S(=O)(=O)N3CCc4ccccc4C3)cc2)sc2cc(OC)ccc21
    38%	-29%	-1.3%	-13%	7%	6.1%	11%	0.7%	-1%
COc1cccc(C(c2nnnn2Cc2ccccc2)N2CCN(C3CCCC3)CC2)c1OC (configuration not stated)
    10%	-15%	-0.4%	-8%	-3%	-4.5%	-6%	-0.3%	0%
NC(N)=N/N=C/c1cccc(Cl)c1Cl
    -37%	-34%	0.7%	7%	-2%	6.3%	-3%	-0.2%	2%
O=C(CCN1C(=O)[C@@H]2Cc3ccccc3CN2C1=O)NCc1ccccc1
    8%	-36%	-1.4%	11%	2%	-1.9%	-5%	0.3%	3%
O=C(O)c1ccccc1C(=O)NCc1ccccc1
    -18%	-20%	-1.6%	2%	-2%	-3.2%	2%	-0.1%	-5%
CC1OC(Nc2cccc3ccccc23)C(O)C(O)C1O (configuration not stated)
    21%	-19%	2.7%	0%	6%	-5.8%	0%	-0.2%	9%
Cc1cc(C)nc(-n2nc(C)c3c(C)c(C)c(C)nc32)n1
    -48%	-5%	22%	11%	-12%	-8.0%	14%	-0.1%	-1%
Cn1c(-c2ccccc2)n[nH]c1=S
    -9%	-5%	2.5%	7%	-3%	2.8%	-6%	-0.2%	-2%
O=C(c1cccc(N2CCCC2=O)c1)N1CCN(c2ccccc2)CC1
    -6%	-21%	-0.2%	-3%	-16%	-6.0%	2%	0.7%	-1%
CC1CCN(CCn2c(=S)[nH]c3ccccc3c2=O)CC1
    -11%	-22%	0.9%	-3%	-5%	-2.4%	50%	-0.2%	-3%

# For convenience, some entries already given.
# Value order: KOR beta-arrestin-1	NOD1 inhibition	HIV peptide binding	GPR55 LPI antagonism	GPR35 arrestin U2OS	KOR beta-arrestin-2	AID2073	GPR55 activation	Siah-1 displacement
COCCn1nnnc1C(C(C)C)N1CCSCC1 (configuration not stated)
    1%	-6%	-1.4%	-3%	26%	8.7%	-5%	-0.2%	-4%
O=C(c1cccs1)N1CCC(c2ccccc2)C1 (configuration not stated)
    13%	-40%	-1.8%	3%	-6%	-5.2%	-6%	0.3%	1%

# Continuation.
# Value order: KOR beta-arrestin-1	NOD1 inhibition	HIV peptide binding	GPR55 LPI antagonism	GPR35 arrestin U2OS	KOR beta-arrestin-2	AID2073	GPR55 activation	Siah-1 displacement
Cc1cc(S(=O)(=O)Nc2nc(CN3CCOCC3)nc3sc4c(c23)CCCC4)ccc1F
    20%	9%	0.0%	9%	-2%	-5.3%	1%	-0.1%	2%
COC(=O)c1ccc2c(=O)n(-c3ccccc3)c(SCN3C(=O)c4ccccc4C3=O)nc2c1
    17%	1%	-2.7%	17%	1%	-4.8%	-19%	-0.2%	-1%
CC(C)c1ccc(N(CC(=O)N/N=C/c2ccc(OC3CSC3)cc2)S(=O)(=O)c2ccccc2)cc1
    9%	4%	0.6%	10%	7%	0.0%	12%	0.3%	5%
Cc1ccc(N2CC(c3nc4ccccc4n3C)CC2=O)cc1C (configuration not stated)
    -43%	-13%	1.3%	-1%	9%	-0.8%	4%	0.4%	1%
C=CCN(Cc1cccc(OC)c1OC)S(=O)(=O)N(C)C
    -10%	10%	-2.8%	-35%	-6%	6.1%	23%	0.0%	-2%
Cc1nn(-c2ccccc2)cc1/C=N/NS(=O)(=O)c1ccccc1
    13%	-47%	-2.5%	9%	6%	3.5%	6%	-0.3%	2%
N#Cc1c(SCc2ccc(Cl)cc2)sc(C(=O)c2ccccc2)c1N
    -5%	-6%	-2.1%	-13%	16%	-4.3%	-22%	0.6%	-2%
O=C1CC(Sc2ncccc2C(=O)O)C(=O)N1 (configuration not stated)
    24%	-1%	-1.6%	7%	7%	-0.7%	-16%	0.1%	-1%
CC(C)Cn1c(SCC(=O)c2c(N)n(C)c(=O)n(C)c2=O)nc2ccccc21
    13%	13%	1.7%	3%	0%	1.4%	-13%	-0.1%	4%
COc1ccc(Oc2c(C=O)c3ccccc3n2C)cc1
    -10%	18%	2.8%	-2%	-7%	-1.3%	2%	0.2%	0%
COc1cc(/C=N/NC(=O)c2cccc(NC(=O)c3ccccc3Cl)c2)ccc1O
    20%	-11%	-3.6%	18%	-8%	-2.9%	3%	0.1%	-1%
CC(=O)c1ccc(S(=O)(=O)N2CCN(C(=O)C3CCCC3)CC2)cc1
    0%	-7%	-0.9%	-3%	-6%	-2.0%	2%	-0.2%	-4%
Cc1nc2cc(-c3ccccc3)[nH]n2c(=O)c1C
    6%	-59%	-0.6%	5%	3%	0.4%	10%	0.5%	7%
Cn1c(C(=O)N2CCN(c3cccc(C(F)(F)F)c3)CC2)cc2sccc21
    -9%	-16%	-3.0%	3%	-7%	15%	4%	-0.1%	4%
Cn1c(/N=C/c2cccs2)nc2ccccc21
    -8%	14%	-0.4%	16%	-14%	-0.5%	-10%	-2.3%	0%
COc1ccccc1/C=C/C(=O)OCc1nc2ccccc2c(=O)[nH]1
    20%	10%	-1.9%	-10%	1%	-5.8%	3%	-0.3%	-3%
CC(=O)N1CCc2cc3nc(C)cc(C)c3cc21
    -1%	-5%	0.6%	12%	11%	3.4%	17%	-0.1%	5%
CC(C)=CC(=O)Nc1nc2ccc([N+](=O)[O-])cc2s1
    8%[20 µM]	20%	-0.3%	1%	-11%	-6.0%	32%	-0.1%	-2%
CC(C)(C)NC(=O)COC(=O)c1ccc(Cl)cc1O
    -21%	-14%	1.8%	7%	-1%	-1.6%	11%	0.8%	5%
O=C(c1ccc(CS(=O)(=O)c2c(Cl)cccc2Cl)o1)N1CCN(c2ccccn2)CC1
    -25%	-3%	-1.6%	20%	10%	2.1%	1%	0.8%	2%
CCCCNC(=NCc1cccc(C(F)(F)F)c1)Nc1ccccc1
    21%	-6%	-1.4%	21%	-6%	-4.8%	5%	-0.1%	2%
COc1ccc(C(=O)NC(=S)Nc2ccc(N3CCOCC3)c(Cl)c2)cc1[N+](=O)[O-]
    -5%	16%	-4.6%	2%	-3%	5.7%	-5%	-0.3%	2%
Cc1cc(Cl)c(S(=O)(=O)N2CC(C)OC(C)C2)cc1OCC(N)=O (configuration not stated)
    1%	-34%	1.7%	10%	2%	-3.0%	5%	0.3%	3%
CCOC(=O)C1CCCN(C(=O)CC(c2ccccc2)c2ccccc2)C1 (configuration not stated)
    -13%	-2%	2.8%	9%	-9%	-3.5%	16%	0.8%	12%
Cc1c(Cc2ccccc2)c(=O)oc2c(C)c(OCc3nn[nH]n3)ccc12
    -23%	-13%	0.9%	-1%	-3%	-3.7%	18%	-0.3%	12%
Cc1cc(-c2ccc(Cl)cc2)oc(=O)c1NC(=O)c1ccccc1
    2%	-10%	4.7%	-4%	-4%	0.6%	8%	0.5%	-3%
COc1ccc(-c2cc(C)nc(SCC(=O)c3cccc([N+](=O)[O-])c3)n2)cc1
    -11%	15%	-2.7%	.	14%	-0.8%	18%	-0.1%	2%
CC1CCCCN1CCCNC(=O)C1CCN(c2nc3ccccc3o2)CC1 (configuration not stated)
    7%	-24%	0.1%	5%	0%	-3.6%	23%	0.2%	0%
CCCCNC(=O)c1cc2c(=O)n3cccc(C)c3nc2n(Cc2ccncc2)c1=N
    10%	-21%	-0.7%	-5%	-11%	-0.2%	26%	-0.4%	1%
COc1ccc(S(=O)(=O)N(CC(=O)N2CCOCC2)Cc2ccccc2)cc1C
    8%	-21%	-0.6%	-15%	12%	1.7%	3%	-0.1%	0%
CCc1ccc(C2C(C(C)=O)=C(C(=O)OC)Nc3nnnn32)cc1 (configuration not stated)
    -4%	-8%	5.1%	3%	2%	0.6%	17%	-0.2%	-4%
CCCc1[nH]nc2c1C1(C(=O)N(CC)c3ccccc31)C(C#N)=C(N)O2 (configuration not stated)
    -7%	4%	8.8%	0%	-4%	-5.4%	4%	-0.1%	-3%
CN(C)S(=O)(=O)c1cccc(C(=O)OCC(=O)Nc2sccc2C#N)c1
    -13%	6%	48%	-10%	7%	-0.6%	34%	-0.1%	-2%
Cc1ccc(-c2nn3c(C)nnc3c3ccccc23)cc1S(=O)(=O)NCCO
    -37%[20 µM]	-18%	-0.4%	9%	8%	.	4%	-0.1%	1%
Cc1cccc(N(C(=O)Nc2ccccc2)C2=NCC(C)S2)c1 (configuration not stated)
    -16%	-30%	7.8%	-15%	-3%	3.9%	-9%	0.3%	-2%
Cc1noc(C)c1COc1ccc(C(=O)OCC(=O)NC2CCCCC2C)cc1 (configuration not stated)
    0%	8%	0.6%	15%	-11%	0.2%	-5%	-0.3%	1%
CCOC(=O)/C(C#N)=C\C=C1C=CN(C)C=C1
    5%	-21%	98%*	7%	20%	2.2%	-8%	-0.1%	-3%
COCC(=O)Nc1ccc(C(=O)Nc2ccccc2Cl)cc1
    6%	-48%	2.1%	1%	-14%	-4.3%	25%	-0.2%	0%
